Dynein cargo inh – blocks dynein driven cargo transport along microtubules. z-score, hits read low. actives 0.47% (n = 220,000). 3617.4 mouse cells, GR-EGFP nuclear translocation imaging; test concentration mostly 20 µM; stimulated with dexamethasone, 1 µM; active compounds read low;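 active means plate z-score of nuclear minus cytoplasmic receptor signal below a set negative limit, without overly bright fluorescence or cell loss, cut at about -3.5 in these data, passing the limit was not always enough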;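 further: z-score of nuclear minus cytoplasmic ring GR-EGFP intensity difference per well; some compounds called inactive have numbers as strong as hits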
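Buffer or medium: Induction medium lacking tetracycline, stripped serum | Also added: Dexamethasone agonist, 1.0 µM final, for 30 min | Timing: 48 h induction, 1 h compound, 30 min dex at 37 °C | Detection: Formaldehyde fixation, Hoechst nuclear stain, 10x automated fluorescence imaging | Measure: Nuclear versus cytoplasmic GR-EGFP signal, averaged per well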
Lipid droplet – hepatic lipid droplet formation modulation; AML12 mouse hepatocytes, oleate lipid droplets, BODIPY imaging; AID 1656; actives 0.4% (n = 240,000); inhibition, % at 6.5 µM;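 active means lipid droplet intensity inhibited by at least 50%, with more than 500 cells counted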
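Assay system: AML12 mouse liver cells | Compound dosing: One dose, 6.5 µM compound | Read-out basis: Droplet intensity reduction, % inhibition | Measured by: Fluorescence imaging, 20x objective, two fields per well | Schedule: Overnight treatment with compound plus oleate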
WT yeast gro inh – growth inhibition of WT yeast, mitochondrial fusion screen; inhibition, % at 10 µM; AID 1362; actives 2.1% (n = 190,000); mitochondrial fusion phenotypic screen, WT strain; in the data active means inhibition above about 58%; tested in S. cerevisiae
Autophagy mod – modulators of autophagy. calls only at 10 µM (by protocol). MEF GFP-LC3 puncta imaging; test concentration mostly 10 µM. actives 0.98% (n = 190,000). AID 463193;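 active means percentage of spot-positive cells more than 3 SD above its plate mean, without a fluorescence outlier flag or 80% toxicity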;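 further: spot-positive cell cutoff set from DMSO-treated cells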
bCat nuc transl – modulators of beta-catenin nuclear translocation. HeLa beta-catenin nuclear translocation, immunofluorescence imaging. actives 0.3% (n = 190,000). nuclear translocation activity, % at 5 µM;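 active means nuclear translocation activity above 50% at 5 µM, with a well cell count of 50 or more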;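 further: per-cell ratio of nuclear to cytoplasmic median beta-catenin stain intensity; plate controls were DMSO negative control for no effect and GSK-3 inhibitor IX positive control for full effect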
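Signal – beta-catenin immunofluorescence imaging with DAPI · Test system – human HeLa cell line · Dosing – 5 µM primary single dose, 0.1% DMSO, 0.02–20 µM confirmation series · Measure – % activation, nuclear-to-cytoplasmic median beta-catenin signal ratio per cell · Incubation – 24 h compound exposure at 37°C, 5% CO2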
MT stabilize HCS – microtubule stabilizers in HeLa cells; AID 2205; % tubulin-high responders, % at 10 µM; actives 0.83% (n = 200,000); HeLa tubulin immunostaining HCS, 24 h; share of cells brighter than vehicle mean+2SD;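 active means plate Z-score above 3 for both tubulin-high and condensed-nucleus cell shares, with cell loss under 80%, at 10 µM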;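 further: anti alpha tubulin signal scored within the nucleus-defined area of each cell; some results filed as inactive read as strong as hits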
Yfh1-off respiration – enhancers of respiration in Yfh1-depleted yeast, dose response, Friedreich's ataxia, plus single-dose screen (AID 1465); S. cerevisiae Yfh1-off respiration, WST-1 reduction, 72 h; higher fold induction means a stronger effect; fold induction at 50 µM; hits with a dose series show EC50 in µM; actives 0.074% (n = 220,000);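 active means fold induction of absorbance versus untreated yeast above a set limit, then at least 30% activation at any dose in follow-up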;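 further: activators that raise dye reduction in frataxin-depleted yeast; strong numbers were not always called active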
Ins promoter up – MIN6 insulin promoter up-regulation | MIN6 insulin promoter-GFP reporter, high-content imaging; active compounds read high | z-score at 5 µM | actives 0.3% (n = 190,000) | AID 1625;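 active means z-score above 3 at 5 µM with at least 500 cells counted in the well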
NOD2 inhibition – NOD2 signaling inhibitors, cell-based, luminescence, uHTS, HEK293 (AID 1566) | actives 0.63% (n = 290,000) | HEK293 NOD2/NF-kB luciferase reporter, luminescence; higher % means a stronger effect | inhibition, % at 4 µM, or EC50 in µM where a hit was titrated; in the data active means inhibition above about 50%; further: many of its hits are not listed in these tables
WT yeast gro inh mutant strain – recorded beside WT yeast gro inh, whose call it bears; inhibition, %; mitochondrial fusion phenotypic screen, mutant strain inhibition
Dynein cargo inh cytoplasmic EGFP – recorded beside Dynein cargo inh, whose call it bears; z-score; measured here: cytoplasmic GR-EGFP intensity; active compounds read high
Dynein cargo inh nuclear GR-EGFP – also measured in Dynein cargo inh; calls as there; z-score; measured here: nuclear GR-EGFP intensity;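 lower value marks the stronger effect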
Dynein cargo inh cell count – second read-out of Dynein cargo inh, no call of its own (marks repeat the call); z-score; measured here: cell count per field
Ins promoter up cell count – also measured in Ins promoter up; calls as there; cell count; measured here: cytotoxicity, nuclei count;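 total cells summed across four imaged fields per well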
Lipid droplet cells 6.5 µM – recorded beside Lipid droplet, whose call it bears; cell count; measured here: cell count, cytotoxicity flag;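 cells counted across two imaged fields per well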
bCat nuc transl cell count 5 µM – further read-out of bCat nuc transl, marked with its call; cell count; measured here: cell count, cytotoxicity flag
MT stabilize HCS Hoechst-high % – recorded beside MT stabilize HCS, whose call it bears; % Hoechst-high responders; measured here: nuclear condensation Hoechst responders;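 share of cells brighter than vehicle mean plus two SD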
MT stabilize HCS cytotoxicity % – second read-out of MT stabilize HCS, no call of its own (marks repeat the call); toxicity, %; measured here: cytotoxicity by cell density;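 0% = mean cell density of plate MIN control wells and 100% = no cells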
Autophagy mod cell loss 18 h – second read-out of Autophagy mod, no call of its own (marks repeat the call); toxicity, %; measured here: cell loss, nuclei count;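 cell loss after 18 h compound exposure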
An asterisk follows results filed as active; i = inactive; nt = no result given. An excerpt; rates above refer to the full screens.

Structure	WT yeast gro inh mutant strain	bCat nuc transl cell count 5 µM	Lipid droplet	Dynein cargo inh cell count	Yfh1-off respiration	Dynein cargo inh cytoplasmic EGFP	Autophagy mod cell loss 18 h	Ins promoter up	MT stabilize HCS Hoechst-high %	MT stabilize HCS cytotoxicity %	bCat nuc transl	Ins promoter up cell count	NOD2 inhibition	Dynein cargo inh	Lipid droplet cells 6.5 µM	MT stabilize HCS	Dynein cargo inh nuclear GR-EGFP	Autophagy mod	WT yeast gro inh
COc1ccc2cc(C(=O)N/N=C/c3sc4ccccc4c3O)ccc2c1	10	1041	-8	1.3	i	0.69	-2	nt	1.0	15	-2.7	nt	14%	-0.27	674	1.7	-0.21	i	1
CCOC(=O)C(Cc1ccccc1)NC(=O)CCc1c(C)nc2nc(C)nn2c1C (stereo not drawn)	27	1276	7	0.32	i	-0.24	-3	-0.2	1.4	4.0	-12	955	15%	0.0018	756	3.1	0.29	i	3
CCOc1ccccc1N1CCN(C(=O)CC(C)(C)C)CC1	2	1096	5	0.41	i	-0.37	-4	0.22	1.5	1.0	-4.2	1655	-6%	1.3	674	2.3	0.88	i	-7
CCOC(=O)c1sc(NC(=O)CSc2nnnn2-c2ccccc2)nc1C	-14	1122	nt	0.7	i	-0.16	-3	0.02	1.8	7.0	-3.2	934	-8%	-0.59	nt	2.5	-0.11	i	-8
Cc1c(NC(=O)CSc2ncccn2)c(=O)n(-c2ccccc2)n1C	13	1162	9	0.08	i	-0.32	1	0.52	2.3	7.1	-6.0	1273	10%	0.5	678	3.0	0.53	i	-13
S=C(NCCc1c[nH]c2ccccc12)NC1CC1	11	1061	16	-0.27	i	-0.3	-29	-0.26	2.4	11	-6.0	1340	10%	0.19	705	6.0	0.4	i	-8
Cc1ccc2nc3sc(C(=O)N4CCCc5ccccc54)c(N)c3cc2c1	25	1076	6	-0.26	i	3.5	18	2.3	30*	61*	0.0	1608	-74%	-0.62	612	28*	0.14	i	26
O=C(NNC(=S)NC1CC2C=CC1C2)c1cccnc1 (stereo not drawn)	nt	1197	1	0.86	i	-0.0018	nt	-0.64	nt	nt	-0.6	1297	26%	-0.13	700	nt	-0.25	nt	nt
N#CC(C#N)=c1ccc2c(c1)N1C(c3ccccc3)=CC(c3ccccc3)C3CCCCC31N=2 (stereo not drawn)	nt	1340	65*	-1.4	i	0.22	nt	0.64	nt	nt	0.5	938	4%	0.33	643*	nt	1.1	nt	nt
COc1ccccc1/C=C/C=N/n1c(-c2ccccn2)n[nH]c1=S	nt	1270	36	0.44	i	-0.23	nt	-0.61	nt	nt	-1.1	1127	-55%	-0.85	729	nt	-0.39	nt	nt
O=C(COC(=O)/C=C/c1cccc([N+](=O)[O-])c1)NCCCN1CCCC1=O	1	1132	23	0.31	i	-0.29	7	-0.19	1.0	9.4	0.4	1335	8%	-0.4	682	6.5	-0.37	i	15
Clc1ccc(-c2cc(COc3ccc4ccccc4c3)no2)cc1	nt	nt	nt	2	nt	-0.2	-27	nt	1.7	12	nt	nt	21%	-0.94	nt	1.5	-0.17	i	nt
COc1cc(C(=O)NCCSc2ccc(Br)cc2)cc(OC)c1OC	7	1090	nt	1.1	i	-0.18	3	0.21	2.7	0.3	-2.3	1335	8%	-0.95	nt	2.1	-0.4	i	6
O=C(CNC(=S)N(Cc1ccccc1)Cc1cccnc1)NC1CCCCC1	7	1098	-9	0.49	i	-0.24	13	nt	1.9	1.5	0.3	nt	23%	0.016	599	4.1	0.0023	i	13
S=c1[nH]nc(C2(c3ccccc3)CCCC2)o1	nt	1367	10	0.37	i	-0.087	nt	-0.27	nt	nt	-0.7	1102	8%	-0.17	674	nt	0.72	nt	nt
COc1ccc(/C=C(\C#N)C(=O)OCC(=O)NC2CC2)cc1	5	1105	6	0.42	i	-0.21	10	0.99	2.8	5.5	-1.5	1212	7%	0.7	710	3.8	0.63	i	1
O=C(Nc1cccc(Br)c1)c1ccc(Cl)c(S(=O)(=O)N2CCOCC2)c1	14	485	9	0.25	i	-0.06	-5	nt	2.5	6.8	4.1	nt	nt	-0.095	730	3.3	-0.15	i	-14
O=C(O)C1CC=CCC1C(=O)NCCc1cccc(Cl)c1 (stereo not drawn)	-15	nt	-4	-0.27	i	-0.12	-1	nt	1.3	7.7	nt	nt	1%	1.4	771	2.3	0.74	i	-6
CC(=O)Nc1ccc(NC(=O)C(C)OC(=O)/C=C/c2cccs2)cc1 (stereo not drawn)	-6	988	1	-2.6	i	0.047	25	0.68	1.3	4.8	3.0	1600	12%	2.5	644	2.9	1.6	i	14
COc1ccc(C(=O)Nc2cccnc2)cc1S(=O)(=O)N1CCOCC1	-2	992	nt	-0.0098	i	-0.21	16	0.82	2.5	8.0	-5.3	1090	1%	0.064	nt	5.6	0.21	i	4
O=C(c1ccccn1)N1CCN(C(=O)c2ccccn2)CC1	11	1315	nt	-0.15	i	-0.23	-4	0.22	2.2	7.8	-0.9	1404	-7%	-0.31	nt	1.3	-0.55	i	-3
CC(C)(C)c1ccc(-c2noc(-c3ccc4c(c3)CCO4)n2)cc1	nt	1327	-5	0.72	i	-0.25	nt	-0.22	nt	nt	0.8	1059	-2%	0.44	717	nt	0.64	nt	nt
O=C(Nc1ncc(Cc2ccc(C(F)(F)F)cc2)s1)c1ccc(-c2cccc([N+](=O)[O-])c2)o1	15	1117	8	-0.41	i	-0.16	2	-0.87	2.5	6.9	0.9	1224	1%	-0.18	636	5.9	-0.24	i	15
CCN(CC)CCNC(=O)C1CCN(S(=O)(=O)N2CCCCC2)CC1	-12	1065	13	1.4	i	-0.23	-2	-0.05	2.0	17	1.0	1718	15%	0.17	633	3.0	0.35	i	-24
CN(C(=O)c1ccc(-c2nn(C)c(=O)c3ccccc23)cc1)c1ccccc1	17	nt	-4	-0.83	i	0.045	1	-0.11	1.1	9.3	nt	857	16%	1.4	738	0.7	0.95	i	20

Retrieved one by one from above, 2 records:
Structure	WT yeast gro inh mutant strain	bCat nuc transl cell count 5 µM	Lipid droplet	Dynein cargo inh cell count	Yfh1-off respiration	Dynein cargo inh cytoplasmic EGFP	Autophagy mod cell loss 18 h	Ins promoter up	MT stabilize HCS Hoechst-high %	MT stabilize HCS cytotoxicity %	bCat nuc transl	Ins promoter up cell count	NOD2 inhibition	Dynein cargo inh	Lipid droplet cells 6.5 µM	MT stabilize HCS	Dynein cargo inh nuclear GR-EGFP	Autophagy mod	WT yeast gro inh
CC(=O)Nc1ccc(NC(=O)C(C)OC(=O)/C=C/c2cccs2)cc1 (stereo not drawn)	-6	988	1	-2.6	i	0.047	25	0.68	1.3	4.8	3.0	1600	12%	2.5	644	2.9	1.6	i	14
CCOC(=O)C(Cc1ccccc1)NC(=O)CCc1c(C)nc2nc(C)nn2c1C (stereo not drawn)	27	1276	7	0.32	i	-0.24	-3	-0.2	1.4	4.0	-12	955	15%	0.0018	756	3.1	0.29	i	3

More compounds:
Structure	WT yeast gro inh mutant strain	bCat nuc transl cell count 5 µM	Lipid droplet	Dynein cargo inh cell count	Yfh1-off respiration	Dynein cargo inh cytoplasmic EGFP	Autophagy mod cell loss 18 h	Ins promoter up	MT stabilize HCS Hoechst-high %	MT stabilize HCS cytotoxicity %	bCat nuc transl	Ins promoter up cell count	NOD2 inhibition	Dynein cargo inh	Lipid droplet cells 6.5 µM	MT stabilize HCS	Dynein cargo inh nuclear GR-EGFP	Autophagy mod	WT yeast gro inh
COc1ccc(OCCNC(=O)CCCO)cc1	nt	1115	-48	-0.37	i	-0.24	nt	-0.32	nt	nt	-3.4	1476	5%	0.58	724	nt	0.13	nt	nt
N/C(=N\OC(=O)/C=C/c1ccccc1)c1ccc(Cl)cc1	nt	1078	1	0.56	i	-0.11	nt	0	nt	nt	0.8	1385	-19%	0.46	735	nt	0.031	nt	nt
Cn1cccc1C(=O)NC(=O)CSc1nc2ccccc2s1	25	1263	-4	-0.18	i	-0.29	-17	0.19	3.0	4.3	-7.5	937	4%	-0.16	714	4.5	0.079	i	0
O=C(N/N=C/c1cccc(OCc2ccccc2)c1)c1cccs1	14	1377	nt	-0.79	i	-0.11	-6	-0.59	1.9	0.1	-0.3	1475	-104%	-0.27	nt	2.4	-0.64	i	0
O=C(c1ccc(Cl)c(S(=O)(=O)N2CCOCC2)c1)N1CCN(Cc2ccccc2)CC1	-6	923	-13	0.25	i	0.05	-11	nt	1.8	6.1	1.1	nt	8%	-0.05	702	2.6	-0.037	i	-4
Cc1ccccc1OCCC(=O)OCC(=O)NC(C)c1ccccc1 (stereo not drawn)	15	1068	-5	-2	i	-0.13	10	-0.27	1.3	0.8	2.1	1219	-2%	4.1	684	1.2	2.4	i	13
CCOC(=O)/C(=C/C=C/c1ccccc1)NC(=O)c1ccccc1	-3	537	-5	0.94	i	-0.26	-5	0.37	3.0	9.9	0.4	1269	5%	0.014	496	3.3	0.029	i	8
O=C(COc1ccccc1F)Nc1nnc(-c2ccncc2)s1	2	nt	10	0.034	i	-0.091	-3	1.1	2.2	9.5	nt	898	-1%	1.2	763	2.0	0.56	i	9
CN1CCN(C(=O)C2=C[C@H](c3ccc4c(c3)OCO4)C[C@H](OCc3ccc(CO)cc3)O2)CC1	7	1053	-4	-0.95	i	-0.2	23	0.29	1.8	4.2	0.4	1448	12%	0.42	691	1.4	0.58	i	5
CC(C)(C)C1CC=C2C(C#N)=C(N)C(C#N)(C#N)C(c3cccs3)C2C1 (stereo not drawn)	nt	nt	-1	1.5	i	1.8	1	-1.3	1.2	7.7	nt	985	21%	-3.3	711	2.4	-1.4	i	nt
